Screening data (PubChem BioAssay)
Cl transport mod – modulators of human KCC2 chloride dependent transport. KCC2 cells, thallium flux FluoZin-2 fluorescence. B-score of Tl+ flux slope (higher = more flux/activation; lower = inhibition) at 10 µM. 2.2% of 190,000 active. AID 1456;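 active = thallium flux slope and its plate-corrected score both differing from the plate sample mean at a set confidence after two filtering rounds, in either direction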;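 also: slope of fluorescence scaled to starting intensity during 10 to 20 s after thallium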
Furin inh – human furin inhibition | purified furin, fluorogenic substrate cleavage | inhibition, % at 30 µM | P09958 | 0.061% of 220,000 active; in the data active = inhibition above about 25%; also: inactives centre near -15
m-calpain inh – calpain II (pig) inhibition; purified calpain II, fluorogenic peptide substrate, 30 min; 0.37% of 220,000 active; AID 1236; inhibition, % at 16 µM;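 active = inhibition above about 50%, limit read from the data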
thrombin 1536 – thrombin (human) inhibition | 0.26% of 220,000 active | P00734 | inhibition, % at 5 µM | alpha-thrombin, Boc-VPR-AMC fluorogenic substrate cleavage | AID 1046;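 active = inhibition at or above 40%; inactive = inhibition below 40%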;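 also: 0% = enzyme with no compound and 100% = wells without enzyme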
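Assay system: human alpha-thrombin enzyme. Reagent: Boc-VPR-AMC substrate, 15 µM final. Compound dosing: one concentration per compound, 5 µM, with 0.2% DMSO. Incubation: room-temperature reaction. Technique: AMC fluorescence, 355/460 nm. Measure: % inhibition relative to enzyme controls and enzyme-free blanks.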
FXIa inh – inhibitors of human coagulation factor XIa; AID 798; inhibition, % at 5 µM; 0.14% of 220,000 active; purified FXIa, Boc-Glu-Ala-Arg-AMC fluorogenic substrate; P03951;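 active = inhibition of at least 40%; inactive = inhibition below 40%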;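 also: fluorescence of freed AMC excited at 355 nm; 0% = enzyme without compound and 100% = no enzyme blank; many of its hits are not listed in these tables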
FXIIa inh 1536 – factor XIIa (human) inhibition; P00748; purified FXIIa, Boc-QGR-AMC fluorogenic substrate, 2 h; inhibition, % at 5 µM; 0.3% of 220,000 active; AID 800; in the data active = inhibition above about 40%;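 also: 0% = enzyme with no compound and 100% = blank without enzyme; many of its hits are not listed in these tables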
Target sequence (P00748 20-372 limits assumed): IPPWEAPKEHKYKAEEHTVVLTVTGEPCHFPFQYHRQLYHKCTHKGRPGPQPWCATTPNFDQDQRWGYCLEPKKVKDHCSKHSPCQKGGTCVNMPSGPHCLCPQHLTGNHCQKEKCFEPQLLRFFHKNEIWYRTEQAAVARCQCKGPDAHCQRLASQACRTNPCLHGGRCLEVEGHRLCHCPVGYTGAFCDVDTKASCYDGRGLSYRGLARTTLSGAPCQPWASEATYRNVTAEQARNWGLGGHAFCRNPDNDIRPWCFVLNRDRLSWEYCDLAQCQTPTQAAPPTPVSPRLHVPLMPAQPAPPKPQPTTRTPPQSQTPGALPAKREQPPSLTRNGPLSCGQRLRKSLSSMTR
Target sequence (P00748 373-615 limits assumed): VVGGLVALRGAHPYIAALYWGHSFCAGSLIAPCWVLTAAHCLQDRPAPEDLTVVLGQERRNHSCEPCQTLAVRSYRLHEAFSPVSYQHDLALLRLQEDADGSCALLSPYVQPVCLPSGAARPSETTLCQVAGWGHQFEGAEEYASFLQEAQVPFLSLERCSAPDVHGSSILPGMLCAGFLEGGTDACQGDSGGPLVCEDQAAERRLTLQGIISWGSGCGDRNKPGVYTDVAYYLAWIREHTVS
KLK5 inh – kallikrein 5 (human) inhibition. recombinant hK5, fluorogenic AMC substrate cleavage. inhibition, % at 5 µM. 0.59% of 210,000 active;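 active = inhibition of 40% or more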;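 also: 0% = enzyme controls without compound and 100% = no-enzyme blanks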
PERK inhibitor – inhibitors of human PERK kinase; CHO PERK-DD fusion, SEAP luminescence translation reporter; inhibition, % at 5.6 µM; 0.17% of 220,000 active; Q9NZJ5;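 active = inhibition above the mean inhibition of all tested compounds plus 3 SD, set separately per screening campaign, cut at about 2.9% in these data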;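 also: PERK kinase domain activated by AP20187 dimerizer at 100 nM; 0% = DMSO with dimerizer and 100% = rapamycin at 8.4 µM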
Rad51 HR inh – blocks human Rad51 in homologous recombination | Q06609 | hRad51 DNA strand exchange, fluorescence dequenching | inhibition, % at 10 µM | 0.085% of 200,000 active | AID 1385;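 active = inhibition above 40% at the single screening dose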;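 also: 0% = DMSO control wells and 100% = blanks with heterologous ssDNA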
Target sequence (Q06609 whole entry, looked up): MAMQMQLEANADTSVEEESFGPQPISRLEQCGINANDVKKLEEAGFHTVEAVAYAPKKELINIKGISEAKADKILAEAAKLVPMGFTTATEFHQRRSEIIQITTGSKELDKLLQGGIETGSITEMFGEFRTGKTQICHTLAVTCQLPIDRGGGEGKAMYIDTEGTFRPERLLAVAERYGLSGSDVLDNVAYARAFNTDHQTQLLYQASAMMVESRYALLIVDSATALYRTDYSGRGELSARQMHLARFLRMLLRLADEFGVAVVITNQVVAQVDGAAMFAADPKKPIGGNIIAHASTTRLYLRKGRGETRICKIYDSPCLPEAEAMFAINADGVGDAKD
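Material: human Rad51–ssDNA filaments; Probe or stimulus: labelled 47-mer dsDNA for strand exchange; Doses: single 10 µM dose; Incubation: 37 °C 15-min filament assembly, 30-min compound preincubation, 15-min exchange; Technique: FRET fluorescence dequenching, excitation 485 nm, emission 520 nm; Measure: Fluorescence-based percent inhibition, control- and blank-normalised; Benchmarks: plate control and blank wells.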
The depositor's hits bear a star; x = no result given; [ ] = another dose, or the depositor's remark. An excerpt. The share of hits here may be higher or lower than overall.

cpd | compound | FXIa inh | KLK5 inh | FXIIa inh 1536 | Cl transport mod | thrombin 1536
1 | O=C(c1cnn2c(C(F)(F)F)cc(-c3ccc4c(c3)OCO4)nc12)N1CCCCC1 | -13 | -15 | -3 | -0.084 | -25
2 | c1csc(-c2nn3cnnc3c3ccccc23)c1 | -5 | -1 | 6 | 0.42 | -14
3 | CC(=O)Nc1ccc(CN2CCCC(C(=O)c3cccc(C(F)(F)F)c3)C2)cc1 (centres undefined) | 4 | x | 13 | -0.62 | -2
4 | CCOP(=O)(c1ccccc1)C(O)c1ccc(F)cc1 (centres undefined) | 0 | -16 | 3 | 0.74 | -5
5 | CC1CCCCN1Cc1c(C#N)c2ccccc2n1C (centres undefined) | -8 | -55 | -1 | x | 3
6 | O=C(COC(=O)c1cc2ccccc2oc1=O)Nc1ccc(F)cc1F | -5 | 13 | -2 | -0.22 | -10
7 | Cc1ccc(C(=O)C2=C(O)C(=O)N(CCCN3CCOCC3)C23C(=O)N(C)c2ccccc23)o1 (centres undefined) | 21 | 9 | 27 | -0.6 | 18
8 | CC(=O)Oc1cc(OC(C)=O)c2c(=O)c(-c3ccc4c(c3)OCCCO4)c(C)oc2c1 | 3 | 0 | 8 | -0.99 | 3
9 | C/C(=N\Nc1cc(C)nc(-c2ccccc2)n1)c1cccc([N+](=O)[O-])c1 | 2 | 6 | 11 | 1.6 | -1
10 | CC1=NN(c2ccccc2)C(=O)/C1=C\c1c(C)[nH]n(-c2ccccc2)c1=O | 3 | -7 | 7 | 0.58 | -3

cpd | Furin inh | PERK inhibitor | Rad51 HR inh | m-calpain inh
1 | -12 | 0.8 | 6 | 6
2 | -14 | 0.4 | 13 | -15
3 | -22 | -0.2 | 12 | -11
4 | -20 | -0.3 | x | 1
5 | -1[20 µM] | -1.6 | 4 | -27
6 | -10 | -0.3 | -2 | -24
7 | -23 | 0.8 | 5 | -5
8 | -12 | -0.2 | 4 | -238
9 | -17 | 1.3 | 1 | -15
10 | -17[20 µM] | 0.8 | 7 | -36

Going on with the list:
cpd | compound | FXIa inh | KLK5 inh | FXIIa inh 1536 | Cl transport mod | thrombin 1536
11 | CCCCCC1CC(=O)C=C(C)C1C(=O)OC (centres undefined) | 10 | -1 | 1 | -0.0083 | -3
12 | CN(C)CCNC(=O)COc1cccc(Cl)c1 | -6 | 1 | 4 | -0.011 | -4
13 | O=C(CN1C(=O)C2CCCCC2C1=O)Nc1nccs1 (centres undefined) | 14 | 19 | 13 | 0.077 | 31
14 | Cc1ccccc1C(=O)NNC(=O)c1cccc([N+](=O)[O-])c1 | 4 | 5 | 10 | 0.94 | 6
15 | Cc1nccn1-c1ccc(C(F)(F)F)cc1[N+](=O)[O-] | -12 | -7 | -1 | 0.75 | -27
16 | O=C(OCC(=O)N1CCN(C(=O)c2ccco2)CC1)c1ccccc1OCc1ccccc1 | 2 | -9 | 23 | x | 3
17 | Cc1[nH]c2ccccc2c1N=Nc1c(C)n(C)n(-c2ccccc2)c1=O | -1 | 2 | 5 | -0.068 | 0
18 | N#Cc1c(-c2ccc(Cl)cc2)c2c([nH]c1=S)CCCC2 | -33 | -23 | 2 | 14* | 1
19 | Cc1ccccc1S(=O)(=O)N(CC(O)CN1C(=O)NC(C)(C)C1=O)c1ccccc1 (centres undefined) | 1 | -2 | 5 | 0.64 | 1
20 | COc1ccc(CCN(C)Cc2nc(-c3cnccn3)no2)cc1OC | 1 | 1 | 9 | 0.051 | 2

cpd | Furin inh | PERK inhibitor | Rad51 HR inh | m-calpain inh
11 | -19 | 2.1 | 11 | 12
12 | -16 | 0.5 | -1 | 15
13 | 5 | 0.0 | 4 | 22
14 | -22 | 0.1 | -25 | -21
15 | -24 | 0.5 | -6 | -6
16 | -26 | -0.3 | 3 | -6
17 | -22 | 0.7 | -5 | 22
18 | -31 | 1.0 | 0 | 5
19 | -14 | -1.4 | 5 | 10
20 | -16 | 0.1 | 1 | -16

A second format for some results above:
2. c1csc(-c2nn3cnnc3c3ccccc23)c1
  FXIa inh = -5 | KLK5 inh = -1 | FXIIa inh 1536 = 6 | Cl transport mod = 0.42 | thrombin 1536 = -14 | Furin inh = -14 | PERK inhibitor = 0.4 | Rad51 HR inh = 13 | m-calpain inh = -15

12. CN(C)CCNC(=O)COc1cccc(Cl)c1
  FXIa inh = -6 | KLK5 inh = 1 | FXIIa inh 1536 = 4 | Cl transport mod = -0.011 | thrombin 1536 = -4 | Furin inh = -16 | PERK inhibitor = 0.5 | Rad51 HR inh = -1 | m-calpain inh = 15

16. O=C(OCC(=O)N1CCN(C(=O)c2ccco2)CC1)c1ccccc1OCc1ccccc1
  FXIa inh = 2 | KLK5 inh = -9 | FXIIa inh 1536 = 23 | Cl transport mod = x | thrombin 1536 = 3 | Furin inh = -26 | PERK inhibitor = -0.3 | Rad51 HR inh = 3 | m-calpain inh = -6

8. CC(=O)Oc1cc(OC(C)=O)c2c(=O)c(-c3ccc4c(c3)OCCCO4)c(C)oc2c1
  FXIa inh = 3 | KLK5 inh = 0 | FXIIa inh 1536 = 8 | Cl transport mod = -0.99 | thrombin 1536 = 3 | Furin inh = -12 | PERK inhibitor = -0.2 | Rad51 HR inh = 4 | m-calpain inh = -238

The list goes on:
cpd | compound | FXIa inh | KLK5 inh | FXIIa inh 1536 | Cl transport mod | thrombin 1536
21 | CC(C)(C)c1cc(NC(=O)C2CCCO2)no1 (centres undefined) | -2 | -8 | -8 | x | -8
22 | CCC(C(=O)OC)n1cnc2c(nnn2-c2cccc(Cl)c2)c1=O (centres undefined) | -6 | -35 | 0 | x | -12
23 | CC(C)NC(=O)c1ccc(-c2ccc(Cl)c(C(F)(F)F)c2)o1 | -2 | -3 | 7 | 0.095 | -4
24 | CC(=O)N1CCC(N(C(=O)Nc2ccc(Cl)cc2)C(C)C)CC1 | 3 | 2 | 15 | 0.4 | 6
25 | O=C(COc1ccc(/C=N/NS(=O)(=O)c2ccccc2)cc1)NCc1ccccc1 | -4 | -5 | 11 | x | 6
26 | COc1cccc(-n2nnnc2SCC(=O)c2ccc(NC(C)=O)cc2)c1 | -6 | -10 | 11 | 0.77 | -6
27 | CCCC/C(O)=C1\C(=O)CCCC1=NCCc1c(C)[nH]c2ccccc12 | 3 | 2 | 9 | 0.069 | 1
28 | Cc1cc(Cl)c(O)c(-n2nc3ccccc3n2)c1 | 2 | 0 | 5 | x | -2
29 | Cc1ccc(N(CCC(=O)NC(C)(C)C)S(=O)(=O)c2ccc(C)cc2)cc1 | 6 | 1 | 11 | 0.011 | x
30 | Cc1cc(Nc2ccccc2)nn1C(=O)c1ccc(Cl)cc1 | 4 | -12 | 6 | 0.23 | -9

cpd | Furin inh | PERK inhibitor | Rad51 HR inh | m-calpain inh
21 | -7[20 µM] | -0.8 | -3 | -38
22 | -42 | 0.7 | 3 | 10
23 | -16[20 µM] | -0.1 | -4 | -56
24 | -26 | 1.7 | -1 | -21
25 | -19[20 µM] | 0.8 | 3 | 8
26 | -25 | -0.4 | 0 | -62
27 | -14 | -1.6 | -9 | 4
28 | -10 | 0.5 | -6 | 13
29 | -20 | -0.2 | -6 | 25
30 | -19[20 µM] | 0.0 | x | -5

Continuation:
cpd | compound | FXIa inh | KLK5 inh | FXIIa inh 1536 | Cl transport mod | thrombin 1536
31 | CCOC(=O)c1c(NC(=O)CSc2nnc(-c3cccc(C)c3)n2CC)sc(C(C)=O)c1C | 6 | -12 | 15 | -2.1 | 1
32 | COc1cccc(CN(C)CC(=O)NCc2ccccc2Cl)c1 | 5 | 16 | 7 | 0.079 | -12
33 | OCCNCc1cc(Br)ccc1OCc1ccccc1Cl | -6 | -7 | 2 | 1.3 | 1
34 | COc1ccc(N2CCN(C(=S)Nc3cc(C)ccc3C)CC2)cc1 | -8 | 10 | 5 | x | -4
35 | COc1cc2[nH]c(=S)n(N(C(C)=O)C(C)=O)c(=O)c2cc1OC | -2 | -5 | 11 | -0.13 | -3
36 | Cc1nn(C)c(Cl)c1CN1CCN(C2CCCCC2)C(CCO)C1 (centres undefined) | -6 | -7 | 2 | 0.96 | -8
37 | O=C(O)CC(C(=O)Nc1cccc(C(F)(F)F)c1)C1CCCO1 (centres undefined) | -2 | -17 | 5 | 0.32 | -5
38 | C=C1SC(=Nc2ccccc2Cl)N(C(=O)c2sc3ccccc3c2Cl)C12CCCCC2 | -2 | 0 | 11 | 0.1 | 5
39 | COc1ccccc1NC(=O)Nc1ccc2c(c1)nc(C)n2C | -3 | -1 | 2 | 0.012 | -2
40 | O=C(CN1CCN(c2ccc(F)cc2)CC1)Nc1ccccc1[N+](=O)[O-] | -3 | -2 | 8 | -1.5 | -3

cpd | Furin inh | PERK inhibitor | Rad51 HR inh | m-calpain inh
31 | 6[20 µM] | -0.5 | x | 21
32 | -24 | 0.3 | 4 | -4
33 | -25 | 0.0 | -3 | 2
34 | -7[20 µM] | 0.7 | -4 | -4
35 | -14[20 µM] | 0.1 | -8 | -33
36 | -31 | 0.8 | 6 | -39
37 | -13[20 µM] | 1.9 | 5 | -6
38 | 2 | 0.6 | -11 | -13
39 | -13 | -0.9 | x | 22
40 | 4 | -0.8 | x | 13

(further entries)
cpd | compound | FXIa inh | KLK5 inh | FXIIa inh 1536 | Cl transport mod | thrombin 1536
41 | Oc1cccc(/C=N/Nc2nn3cnnc3c3ccccc23)c1 | 11 | 3 | 6 | 1.1 | -3
42 | Cc1cc(C)c(S(=O)(=O)c2ccccc2)c(OC(=O)c2c(F)cccc2F)n1 | 9 | -6 | 3 | -1.3 | x
43 | CN(C1CCS(=O)(=O)C1)S(=O)(=O)c1ccc(N2CCCC2=O)cc1 (centres undefined) | -7 | -7 | 1 | 0.32 | -4
44 | CCC12CN3CC(CC)(CN(C1)C3c1ccccc1Cl)C2O (centres undefined) | 2 | -14 | 13 | -0.45 | -4
45 | CCN(CC)c1ccc(/C=C2\NC(=O)NC2=O)cc1 | 8 | -21 | 3 | -0.74 | 1
46 | Cc1cccc(NC(=S)NC2CCN(Cc3ccccc3)CC2)c1C | 2 | -4 | 11 | -2 | -5
47 | Cc1ccc(NC(=O)CSc2nc(=O)cc(N)n2-c2ccccc2)cc1 | 5 | 0 | 15 | 0.49 | 5
48 | O=C(NCCO)/C(=C/c1ccc(Br)cc1)NC(=O)c1cccs1 | -10 | -8 | 3 | x | -3
49 | O=C(CCC(=O)N1CCN(c2ccccn2)CC1)Nc1nnc(C(F)(F)F)s1 | 0 | 0 | 3 | -0.59 | -9
50 | Cc1ccc(/C=C/C(=O)OCn2nnc3ccccc3c2=O)o1 | 3 | 1 | 14 | 0.014 | 0
51 | CCOc1ccc(OCCN2C(=O)NC3(CCCc4ccccc43)C2=O)cc1 (centres undefined) | 2 | 15 | -10 | 0.01 | 1
52 | O=C(Oc1ccc2c(=O)c(Cl)coc2c1)c1cccnc1 | 66* | -10 | 30 | 0.88 | 23
53 | CCOC(=O)C1CCN(C(=O)COc2ccc(Br)cc2C)CC1 | -6 | -5 | x | -0.052 | -8

cpd | Furin inh | PERK inhibitor | Rad51 HR inh | m-calpain inh
41 | -8 | 1.5 | x | -6
42 | -32 | 0.7 | 3 | -16
43 | -13[20 µM] | 0.3 | -2 | 7
44 | -24 | 1.0 | 3 | -1
45 | 5 | -0.2 | x | 21
46 | -7 | -0.5 | -9 | 14
47 | -5[20 µM] | 0.1 | 9 | -13
48 | -2[20 µM] | -1.6 | -5 | -2
49 | -2 | 1.8 | x | -8
50 | -21 | 1.2 | 7 | -6
51 | -17 | -0.4 | 1 | 17
52 | -8[20 µM] | 0.0 | 3 | -199
53 | -26 | -0.5 | -2 | 11
